GLP-1R inv ag: acts as inverse agonist at human GLP-1 receptor. P43220. HEK293 GLP-1R CRE-luciferase, luminescence, 24 h; GLP-1R form is constitutively active. Potency, µM (doses to about 38.3 µM), inactives show top-dose activity change, negative = inhibition, most hits filed as inhibitors. 410,000 tested, 1.6% active; note: potency is the fitted concentration of half-maximal effect; % is set by controls: 0 for no effect and ±100 for the full control effect; nearly all actives have a fitted effect of over 55% in size
Target sequence (P43220 whole entry, looked up): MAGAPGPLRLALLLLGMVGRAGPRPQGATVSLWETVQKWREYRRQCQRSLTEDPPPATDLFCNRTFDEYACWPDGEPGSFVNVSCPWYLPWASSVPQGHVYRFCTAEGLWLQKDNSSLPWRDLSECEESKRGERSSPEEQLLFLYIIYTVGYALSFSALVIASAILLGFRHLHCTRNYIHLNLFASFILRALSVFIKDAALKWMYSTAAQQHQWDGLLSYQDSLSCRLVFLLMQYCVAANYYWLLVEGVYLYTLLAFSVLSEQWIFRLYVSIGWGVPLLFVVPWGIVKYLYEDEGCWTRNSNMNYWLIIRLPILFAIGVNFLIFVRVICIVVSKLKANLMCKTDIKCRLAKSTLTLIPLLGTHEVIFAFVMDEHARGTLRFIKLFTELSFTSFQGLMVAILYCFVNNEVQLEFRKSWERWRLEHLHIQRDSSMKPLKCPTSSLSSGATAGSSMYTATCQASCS
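Inverse agonists were sought by their lowering of basal cAMP reporter luciferase output in HEK293 cells stably carrying constitutively active human GLP-1R, after 24 h compound treatment.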
FUS suppressor: rescues growth of FUS-expressing yeast; S. cerevisiae FUS-expressing, growth rescue, OD600, 24 h; Potency, µM (highest dose often 76.6 µM), for inactives: at the highest dose growth rescue (activation), hits mostly activators; 390,000 tested, 0.24% active; AID 1347120;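 note: potency is the fitted concentration of half-maximal effect; plate controls were DMSO vehicle for no effect and reference control for full effect; nearly all actives have a fitted effect of over 55% in size; some results filed as inactive show a strong effect at the top dose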
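Yeast expressing FUS under galactose induction, OD 0.005 in 2% galactose medium; compounds in a dilution series, 24 h at 30C. Growth rescue by absorbance at 600 nm; CP55940 positive control, DMSO negative.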
PTHR1 agonist: activates the human parathyroid hormone receptor PTHR1; 410,000 tested, 0.075% active; AID 743266; HEK293 GP2 PTHR1 cells, GloSensor cAMP luminescence, 1 h; Q03431; Potency, µM (top dose mostly 115 µM), for the others: at the highest dose activation, most hits filed as activators; note: potency is the fitted concentration of half-maximal effect; nearly all actives have a fitted effect of over 55% in size; some results filed as inactive show a strong effect at the top dose; inactives centre near -15; many of its hits are not listed in these tables
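HEK-293-derived GP2 cells expressing PTHR1 and a GloSensor cAMP reporter, 3,000/well, plated overnight, given luciferin plus IBMX (each 0.5 mM as added) for 1 h at 37 °C, then compound for 1 h at 37 °C. Luminescence was read after 15 min at room temperature.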
HEK293 tox: cytotoxicity counter-screen for GLP-1 receptor inverse agonists. HEK293 cAMP-luciferase reporter cells, luminescence, 24 h. Potency, µM (highest dose often 38.3 µM), inactives show at the top dose activity change, negative = inhibition, actives largely listed as inhibitors. 410,000 tested, 0.13% active. AID 624418;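 note: loss of luciferase light is scored as toxicity; potency is the fitted concentration of half-maximal effect; % is set by controls: 0 for no effect and ±100 for the full control effect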
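Cells in DMEM/10% Nu serum/1% pen-strep, 1536-well format. Pre-incubated 12 h, dosed with 23 nL compound, incubated a further 24 h. Luciferase detection, 12 min at room temp, luminescence.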
aSyn yeast inh: inhibitors of alpha-synuclein toxicity in yeast; Yeast expressing alpha-synuclein, growth rescue, BacTiter-Glo, 24 h; Potency, µM (titrated, usually from 46.1 µM), without a hit: top-dose growth rescue (activation), most hits filed as activators; 370,000 tested, 0.14% active; AID 652106; note: potency is the fitted concentration of half-maximal effect; % of control where 0% means no effect; nearly all actives have a fitted effect of over 65% in size
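Galactose-induced alpha-syn yeast (OD600=0.02, raffinose-pregrown) + pinned cpd, 24 hr, 30 deg C; growth by BacTiter-Glo luminescence. Growth restoration scores as activation.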
Akt phos inh: Akt phosphorylation inhibition | Neuro2A IGF-stimulated pAkt S473 HTRF, 20 min; hits give low values | activity change, % for hits at 50 µM | 360,000 tested, 0.32% active | AID 651550; in the data active = activity change below about -80%; inconclusive = mostly about -51% to -80%; note: % is set by controls: 0 for no effect and ±100 for the full control effect
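Neuro2A cells (4,500/well, DMEM with 0.5% FBS) were treated with compound at a single 50 µM final concentration, stimulated with 6 nM IGF for 20 min at 37 °C, and lysed. Phospho-Akt Ser473 was read by HTRF as 665/615 ratio ×10^4.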
MmCpn inh: M. maripaludis TRiC chaperonin inhibition; purified Mm-Cpn ATPase, ADP Transcreener TR-FRET; Potency, µM (series often up to 76.9 µM), inactives show at the top dose activity, negative = inhibition, hits mostly inhibitors; AID 504842; 330,000 tested, 0.031% active; note: potency is the fitted concentration of half-maximal effect; % is set by controls: 0 for no effect and ±100 for the full control effect; nearly all actives have a fitted effect of over 80% in size
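Purified archaeal Mm-CPN (25nM final) preincubated 10 min at 37degC with compound, then 10uM ATP for 30 min at 37degC; ADP measured by HTRF Transcreener TR-FRET; buffer 30 mM TRIS pH 7.4, 100mM KCl, 5mM MgCl2, 1mM DTT.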
Abeta rescue: A-beta toxicity reversal in yeast; yeast expressing A-beta42, growth rescue, OD600, 48 h; response scale: 0% DMSO, 100% iron-clioquinol control; Potency, µM (highest dose often 46.1 µM), for inactives: top-dose growth rescue, actives largely listed as activators; 410,000 tested, 0.063% active; AID 1347071; note: potency is the fitted concentration of half-maximal effect; nearly all actives have a fitted effect of over 55% in size
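Yeast growth medium received pinned compounds, then yeast cells expressing toxic A-beta were added; plates incubated at 30 C for 48 hr. Growth read as absorbance at 600 nm, normalized to DMSO and equimolar FeCl3 plus clioquinol controls.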
TDP43 rescue: TDP-43 toxicity inhibition in yeast; Potency, µM (series often up to 46.1 µM), for inactives: top-dose growth rescue (activation), hits mostly activators; TDP-43 expressing yeast growth rescue, BacTiter-Glo, 24 h; 410,000 tested, 1.8% active; note: potency is the fitted concentration of half-maximal effect; % of control where 0% means no effect; nearly all actives have a fitted effect of over 50% in size
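Cell-based yeast growth screen: TDP-43 expression induced in galactose, inoculum OD600=0.02 after raffinose pregrowth to mid-log. Read-out BacTiter-Glo luminescence at 24 hr, 30 deg C; inhibition of toxicity seen as signal increase.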
An asterisk follows results filed as active; i = inactive; ? = inconclusive; . = not tested or not shown; & = joins results of further samples; ! = not confirmed by another sample; [ ] = remark or other dose. Unless noted, calls come from the whole dose curve; as a rule, active = well fitted curve in the direction sought with a large enough effect; inconclusive = small, poorly fitted or top-dose-only effect, or another doubt; inactive = no such curve, though single readings can be large; an effect the other way counts as inactive or inconclusive. The list is partial; the hit share may differ from the screen's.

[1] CN(CCOc1ccccc1)CC(=O)Nc1cccc(C#N)c1
[2] O=C(O)c1ccc(N2CCCCCC2)c(N2C(=O)c3ccccc3C2=O)c1
[3] O=C(COCc1cc(-c2ccc3c(c2)OCO3)on1)N1CCN(c2cccc(C(F)(F)F)c2)CC1
[4] COC(=O)c1cc(=O)c2c(ccc3oc(=O)ccc32)[nH]1
[5] COc1ccc(CC(=O)N2CCC(C)(C(=O)NS(=O)(=O)C3CC3)C2)cc1OC (stereo not given)
[6] O=C(c1ccc(F)cc1)N1CCCCC(Sc2nnnn2-c2ccccc2)C1=O (stereo not given)
[7] COc1ccccc1CNC(=O)c1ccccc1SCC(=O)NCc1ccco1
[8] O=C(Nc1ncnc2sc3c(c12)CCC3)c1ccco1
screen / no. | 1 | 2 | 3 | 4 | 5 | 6 | 7 | 8
GLP-1R inv ag | -15% | 0% | ? | 14% | 22% | ? | -1% | 55%[activator]
FUS suppressor | -6% | 21% | 42%&24% | -18% | -7% | 14% | 2% | 8%
PTHR1 agonist | -2% | i | -46%&-83%[inhibitor] | i | i | i | -4% | 3%[57.5 µM]
HEK293 tox | ? | 5% | -17%&3% | 0% | -3% | 12% | 11% | 6%
aSyn yeast inh | 0% | 11% | 19% | -2% | 0% | 11% | -1% | -1%
Akt phos inh | i | i | i | i | i | i | i | i
MmCpn inh | 0% | 0% | -4% | . | . | 2% | 1% | 3%
Abeta rescue | ? | 12% | 6%&10% | -12% | 9% | -10% | -3% | -9%
TDP43 rescue | -3% | 8% | 35µM*! | 14% | 0% | -35%[inhibitor] | ? | -6%

Rewritten with two lines to a compound: entries from further up.
Screens in order: GLP-1R inv ag, FUS suppressor, PTHR1 agonist, HEK293 tox, aSyn yeast inh, Akt phos inh, MmCpn inh, Abeta rescue, TDP43 rescue
1: CN(CCOc1ccccc1)CC(=O)Nc1cccc(C#N)c1
→ -15%, -6%, -2%, ?, 0%, i, 0%, ?, -3%
2: O=C(O)c1ccc(N2CCCCCC2)c(N2C(=O)c3ccccc3C2=O)c1
→ 0%, 21%, i, 5%, 11%, i, 0%, 12%, 8%
3: O=C(COCc1cc(-c2ccc3c(c2)OCO3)on1)N1CCN(c2cccc(C(F)(F)F)c2)CC1
→ ?, 42%&24%, -46%&-83%[inhibitor], -17%&3%, 19%, i, -4%, 6%&10%, 35µM*!
4: COC(=O)c1cc(=O)c2c(ccc3oc(=O)ccc32)[nH]1
→ 14%, -18%, i, 0%, -2%, i, ., -12%, 14%

Next records follow.
[9] Cc1cc(Br)ccc1NC(=O)CN(C)C(=O)CNC(=O)Cc1ccccc1
[10] CN(CCc1ccccn1)Cc1ccc(Cl)c(Cl)c1
[11] Cc1ccc(NC(=O)c2ccc(NCc3ccco3)c([N+](=O)[O-])c2)cc1Cl
[12] O=C(NCc1ccccn1)c1ccc(OC2CCN(Cc3ccccc3O)CC2)cc1
[13] CCC(CC)C(=O)c1c[nH]c(C(=O)N2CCN(c3ccc(OC)cc3)CC2)c1
[14] CCOc1ccc(C(C)=O)cc1COC(=O)C(C)N=C1NS(=O)(=O)c2ccccc21 (stereo not given)
[15] CCC(c1nnc(SCC(=O)Nc2nnc(-c3ccccc3)o2)o1)N(C)C (stereo not given)
[16] CCCCCCN1C[C@H](n2cc(C3CC3)nn2)[C@@H](O)C[C@@H]1c1ccc(Cl)cc1
screen / no. | 9 | 10 | 11 | 12 | 13 | 14 | 15 | 16
GLP-1R inv ag | -20% | ? | -17% | -24% | 1% | 34%[activator] | -1% | ?
FUS suppressor | . | 7% | . | . | 11% | 45% | 13% | 20%
PTHR1 agonist | i | i | 0% | i | -23% | i | -10%[57.5 µM] | i
HEK293 tox | -19% | -9% | -26% | -2% | -4% | -4% | 51% | -7%
aSyn yeast inh | 0% | 0% | 3% | -4% | 1% | 6% | -6% | 0%
Akt phos inh | i | i | i | i | i | i | i | i
MmCpn inh | 1% | -1% | 2% | 2% | 1% | -1% | -1% | .
Abeta rescue | 1% | -6% | 24% | 9% | 5% | -2% | 6% | 13%
TDP43 rescue | 17% | -10% | -6% | 19% | 16% | 6% | 2% | 23%

Brought forward from above: 3 compounds; new compounds follow.
[14] CCOc1ccc(C(C)=O)cc1COC(=O)C(C)N=C1NS(=O)(=O)c2ccccc21 (stereo not given)
[15] CCC(c1nnc(SCC(=O)Nc2nnc(-c3ccccc3)o2)o1)N(C)C (stereo not given)
[16] CCCCCCN1C[C@H](n2cc(C3CC3)nn2)[C@@H](O)C[C@@H]1c1ccc(Cl)cc1
[17] COc1cc(CNC(=O)OC2CC3CC2[C@H]2CCCCN2C3=O)cc(OC)c1 (stereo not given in full)
[18] CC(OC(=O)c1ccc2c(=O)n3c(nc2c1)CCC3)C(N)=O (stereo not given)
[19] Cc1cc(C)cc(NC(=O)CSc2nccn2Cc2ccco2)c1
[20] Cc1c(C(=O)NCC2COc3ccccc3O2)oc2ccc(S(=O)(=O)N(C)C3CCCCC3)cc12 (stereo not given)
[21] O=C(Nc1cccnc1)c1cc(-c2cccnc2)nc2ccc(Br)cc12
[22] COc1ccc(Cl)cc1N(C(C)C(=O)NC1CCCC1)S(C)(=O)=O (stereo not given)
[23] CC1(c2nnnn2Cc2ccccc2)CCC(=O)N1CCc1ccc(O)cc1 (stereo not given)
screen / no. | 14 | 15 | 16 | 17 | 18 | 19 | 20 | 21 | 22 | 23
GLP-1R inv ag | 34%[activator] | -1% | ? | 29% | 3% | ? | ? | 31%[activator] | ? | 1%
FUS suppressor | 45% | 13% | 20% | -5% | -16% | . | ? | 19% | -14% | -8%
PTHR1 agonist | i | -10%[57.5 µM] | i | -1% | i | -22% | i | -8%[57.5 µM] | i | i
HEK293 tox | -4% | 51% | -7% | -7% | -6% | 8% | 3% | 6% | 3% | 2%
aSyn yeast inh | 6% | -6% | 0% | -11% | 2% | -6% | 16% | -18% | 2% | 1%
Akt phos inh | i | i | i | i | i | i | i | i | i | i
MmCpn inh | -1% | -1% | . | . | 2% | 1% | 0% | -4% | -2% | .
Abeta rescue | -2% | 6% | 13% | -11% | 3% | -12% | -14% | 15% | 4% | -8%
TDP43 rescue | 6% | 2% | 23% | 13% | 15% | -6% | -17% | -6% | -6% | 17%

From PubChem
